High-throughput results from PubChem.
RPL19A TOR yeast: modulators of TOR pathway RPL19A-GFP in S. cerevisiae; S. cerevisiae RPL19A-GFP strain, flow cytometry, 3 h; hits give low values; percent response vs DMSO, % at 10 µM; 330,000 tested, 0.3% active;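 active = percent response vs DMSO below 50%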;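 also: median channel GFP fluorescence of the barcoded RPL19A-GFP strain; ratio of sample median GFP to plate DMSO average so 100% = DMSO; lower means less RPL19A-GFP as with rapamycin TOR inhibition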
Yeast superoxide: lowers age-related superoxide in aged yeast cells; S. cerevisiae aged cells, superoxide DHE fluorescence; hits give low values; superoxide response (% of plate mean), % at 10 µM; 330,000 tested, 0.18% active;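 active = superoxide response under a set limit, about three screen SD below normal, cut at about 65% in these data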;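 also: yeast aged for seven days with compound at 30 °C before DHE staining; 100% = average MFI of all compound-treated wells on the plate with controls excluded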
AGP1-GFP MLPCN: alters AGP1-GFP fluorescence in TOR pathway yeast screen; S. cerevisiae AGP1-GFP multiplex flow cytometry, 3 h; GFP as percent of DMSO wells; GFP response vs DMSO, % at 10 µM; 320,000 tested, 0.02% active; AID 2066;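 active = GFP response relative to DMSO above a set limit, near screen average plus 3 SD, cut at about 150% in these data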;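 also: median GFP channel fluorescence of the gated AGP1 strain per well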
Efflux pump inh: blocks antifungal efflux pumps in multiplex yeast assay | 330,000 tested, 0.44% active | inhibition, % at 10 µM | S. cerevisiae Candida pump triplex, Nile Red efflux | AID 485275;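 active = plate passing quality check with inhibition over a set limit, or well fluorescence over plate mean plus 4 SD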;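 also: Nile Red retained in pooled yeast measured as flow cytometry median fluorescence; 0% = buffer negative control and 100% = Enniatin B positive control; higher means more Nile Red kept so more efflux inhibition; some compounds called inactive have numbers as strong as hits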
MEP2-GFP yeast: alters MEP2-GFP fluorescence in TOR pathway yeast screen. 330,000 tested, 0.51% active. S. cerevisiae MEP2-GFP strain, flow cytometry GFP, 3 h; 100% = DMSO control level. AID 2016. GFP response vs DMSO, % at 10 µM;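 active = GFP response versus DMSO above a set limit, roughly screen mean plus 3 SD, cut at about 180% in these data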;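 also: median GFP fluorescence of the barcode-gated MEP2-GFP cells per well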
LAP4-GFP MLPCN: yeast TOR pathway LAP4-GFP modulation; S. cerevisiae LAP4-GFP multiplex, flow cytometry GFP, 3 h; median GFP as percent of DMSO wells; GFP response vs DMSO, % at 10 µM; 320,000 tested, 0.34% active; AID 2023;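 active = GFP response vs DMSO above a set limit, about the screen mean plus 3 SD, cut at about 150% in these data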
AHR activator: human AHR activation. activation, % at 5 µM. 320,000 tested, 2.5% active. AHR-responsive luciferase reporter cells, luminescence. P35869; in the data active = activation above about 47%;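 also: 0% = vehicle wells and 100% = reference agonist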
Target sequence (P35869 whole entry, looked up): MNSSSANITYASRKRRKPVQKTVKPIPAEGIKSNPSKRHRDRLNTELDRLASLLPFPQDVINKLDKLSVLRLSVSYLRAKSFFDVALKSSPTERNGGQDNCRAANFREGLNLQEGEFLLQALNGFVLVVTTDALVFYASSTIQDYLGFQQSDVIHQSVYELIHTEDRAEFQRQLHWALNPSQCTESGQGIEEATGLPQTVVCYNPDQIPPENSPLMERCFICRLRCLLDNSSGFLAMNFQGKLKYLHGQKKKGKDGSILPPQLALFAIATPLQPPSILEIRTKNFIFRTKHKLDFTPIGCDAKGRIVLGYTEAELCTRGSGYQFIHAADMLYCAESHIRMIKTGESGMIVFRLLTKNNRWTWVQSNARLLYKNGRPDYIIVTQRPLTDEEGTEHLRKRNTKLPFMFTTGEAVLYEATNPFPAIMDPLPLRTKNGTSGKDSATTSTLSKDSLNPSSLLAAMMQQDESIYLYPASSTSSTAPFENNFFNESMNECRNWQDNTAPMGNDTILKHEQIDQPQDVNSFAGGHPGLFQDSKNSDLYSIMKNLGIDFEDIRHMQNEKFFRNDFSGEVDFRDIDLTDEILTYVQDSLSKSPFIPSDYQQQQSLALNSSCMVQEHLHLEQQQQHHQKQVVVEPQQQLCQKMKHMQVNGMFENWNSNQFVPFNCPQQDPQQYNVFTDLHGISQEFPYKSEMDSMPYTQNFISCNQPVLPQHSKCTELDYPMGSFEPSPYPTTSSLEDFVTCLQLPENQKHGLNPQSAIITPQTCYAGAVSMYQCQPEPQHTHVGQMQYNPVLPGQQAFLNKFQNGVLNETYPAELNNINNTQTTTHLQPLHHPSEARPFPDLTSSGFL
CIT2-GFP yeast: alters CIT2-GFP fluorescence in TOR pathway yeast screen. 320,000 tested, 0.065% active. AID 2029. S. cerevisiae CIT2-GFP strain, flow cytometry, 3 h; 100 means same as DMSO wells. GFP response vs DMSO, % at 10 µM;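 active = GFP response relative to DMSO above a set limit, near the screen mean plus 3 SD, cut at about 150% in these data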;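 also: ratio of well median GFP fluorescence to mean of DMSO wells on the plate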
The depositor's hits bear a star; x = no result given.

SMILES	RPL19A TOR yeast	Yeast superoxide	AGP1-GFP MLPCN	Efflux pump inh	MEP2-GFP yeast	LAP4-GFP MLPCN	AHR activator	CIT2-GFP yeast
CCOc1ccc(N(C)c2ccc(/C=C3/SC(=S)NC3=O)cc2)cc1	100	100	96	0.1	99	87	0	97
COCCn1cnnc1SCC(=O)c1ccc(S(=O)(=O)N2CCCC2)cc1	94	87	91	0.3	98	89	5	92
CCOC(=O)c1cc2c(ccn2C)n1CC(=O)N1CCN(c2ccccc2)CC1	92	84	99	0.5	96	92	-1	96
O=C(Nc1cccc(S(=O)(=O)N2CCOCC2)c1)c1ccc(Cl)nc1	108	93	109	0.1	107	107	42	107
O=C(COC(=O)c1ccc2c(c1)OCO2)NC1CCS(=O)(=O)C1 (configuration not stated)	98	105	104	0.0	103	103	3	100
CCN(CC)C(=O)N1CCN(S(=O)(=O)c2ccccc2)CC1	87	94	94	0.0	87	97	-2	85
Oc1ccccc1/C=N/n1c(COc2ccccc2)n[nH]c1=S	103	84	80	0.0	99	66	3	93
Cc1nn(-c2ccccc2)c(C)c1NC(=O)CCl	99	99	101	0.1	101	98	-1	104
COc1ccccc1NC(=O)COc1coc(CN2CCN(c3ccccc3)CC2)cc1=O	85	107	90	0.2	96	91	-2	83
O=C(Cc1ccccc1)NC(NNc1ccccc1)(C(F)(F)F)C(F)(F)F	100	99	99	0.0	102	104	4	96
COc1ccc(CN(C)CC(=O)NC(=O)NC2CCCCC2)cc1	93	95	96	0.2	101	97	2	93
Cc1c(C(=O)NCCCN2CCOCC2)sc2nc(-c3ccc(F)cc3)cn12	93	118	95	-0.1	91	91	-3	95
Cc1ccc(S(=O)(=O)N2CCCCC2)cc1C(=O)NCC1CCCO1 (configuration not stated)	102	110	98	0.1	99	104	-2	103
CCCCn1c(-c2cccnc2)n[nH]c1=S	98	97	120	-0.5	94	101	1	89
COc1ccc(Cl)cc1NC(=O)CCn1cnc2ccccc2c1=O	101	104	x	0.0	110	98	0	110
O=C(COC(=O)c1ccncc1)c1ccc(Br)cc1	103	90	99	0.0	101	99	2	102
O=C(Nc1ccccc1F)C1CC1c1ccccc1 (configuration not stated)	101	91	91	0.1	101	98	2	93
CC(=O)c1ccc(OCCCC(=O)Nc2cc(S(=O)(=O)N(C)C)ccc2C)cc1	103	101	99	0.1	103	95	0	96
CC(C)Cn1cc(Cl)c(=O)n(CC(C)C)c1=O	93	105	96	0.1	90	90	0	89
Cc1nn(C)c(Cl)c1/C=N/OC(=O)c1ccccc1	96	100	90	0.0	100	96	-2	96
C=CCn1c(SCc2c(F)c(F)c(F)c(F)c2F)nc(O)cc1=O	103	91	104	0.0	105	103	1	98
CCOC(=O)c1c(C)[nH]c(C)c1C(=O)COC(=O)c1ccc(OC)c(OC)c1	93	102	97	-0.1	98	104	1	93
O=c1oc2ccccc2n1CSC1=NCCS1	97	99	97	0.0	96	102	2	102
COCCCNC(=O)CN(CCc1ccccc1)S(=O)(=O)c1ccccc1	109	93	112	-0.3	111	107	1	101

One compound at a time (already shown).
Cc1c(C(=O)NCCCN2CCOCC2)sc2nc(-c3ccc(F)cc3)cn12 in the list: RPL19A TOR yeast: 93; Yeast superoxide: 118; AGP1-GFP MLPCN: 95; Efflux pump inh: -0.1; MEP2-GFP yeast: 91; LAP4-GFP MLPCN: 91; AHR activator: -3; CIT2-GFP yeast: 95
COCCn1cnnc1SCC(=O)c1ccc(S(=O)(=O)N2CCCC2)cc1 in the list: RPL19A TOR yeast: 94; Yeast superoxide: 87; AGP1-GFP MLPCN: 91; Efflux pump inh: 0.3; MEP2-GFP yeast: 98; LAP4-GFP MLPCN: 89; AHR activator: 5; CIT2-GFP yeast: 92

The main list resumes, repeating the 4 entries before the break.
SMILES	RPL19A TOR yeast	Yeast superoxide	AGP1-GFP MLPCN	Efflux pump inh	MEP2-GFP yeast	LAP4-GFP MLPCN	AHR activator	CIT2-GFP yeast
C=CCn1c(SCc2c(F)c(F)c(F)c(F)c2F)nc(O)cc1=O	103	91	104	0.0	105	103	1	98
CCOC(=O)c1c(C)[nH]c(C)c1C(=O)COC(=O)c1ccc(OC)c(OC)c1	93	102	97	-0.1	98	104	1	93
O=c1oc2ccccc2n1CSC1=NCCS1	97	99	97	0.0	96	102	2	102
COCCCNC(=O)CN(CCc1ccccc1)S(=O)(=O)c1ccccc1	109	93	112	-0.3	111	107	1	101
c1ccc(CSc2nc3ccccc3[nH]2)cc1	90	84	81	0.2	107	102	1	75
COc1cccc(C2=NOC(C(=O)N3CCc4ccccc4C3)C2)c1 (configuration not stated)	93	124	93	0.1	99	99	5	92
CCOC(=O)CSc1cc(CS(=O)(=O)c2ccccc2)nc(-c2ccccc2)n1	101	102	98	-0.1	98	105	1	93
CCOC(=O)C1(CC2CC2)CCN(Cc2cnc(N(C)C)s2)CC1	100	100	105	-0.2	96	108	1	95
O=C(NCc1cccnc1)C1CCCN(S(=O)(=O)c2ccc(Br)cc2)C1 (configuration not stated)	94	110	95	0.0	100	93	-3	96
O=c1c2c([nH]c3ccccc13)C(=C1CCCC1)CC2	100	106	106	0.0	101	111	7	105
COc1ccc(Cl)cc1C(=O)NNC(=O)c1ccc(F)c(S(=O)(=O)N2CCOCC2)c1	96	97	112	0.3	126	110	26	115
CCN(CC)c1ccc(NC2=C(Cl)C(=O)c3ccccc3C2=O)cc1	92	162	92	-0.1	90	99	37	88
CCn1ncc(C(=O)Nc2cc(C)on2)c1C	103	100	108	-0.2	110	111	29	107
Cc1ccc(-n2[nH]c(C)c(/C=N/c3ccccn3)c2=O)cc1	93	93	89	1.6	94	92	11	94
CSc1ccc(C2C(C#N)=C(N)Oc3c2ccc(=O)c2c(C)oc(C)c32)cc1 (configuration not stated)	102	115	105	0.2	111	112	4	102
COc1cc(-c2c(NC(=O)c3ccco3)oc3ccccc3c2=O)cc(OC)c1OC	100	86	103	0.1	100	99	5	110
Cc1ccc(NC(=O)C2CCCN(S(=O)(=O)c3ccc4c(c3)oc(=O)n4C)C2)nc1 (configuration not stated)	105	90	104	0.0	92	92	2	98
O=C(Nc1ccc([N+](=O)[O-])cn1)c1cccnc1	107	85	101	0.1	113	100	1	102
CC(Sc1nc2ccccc2c(=O)n1C)C(=O)NC1CCCCC1C (configuration not stated)	100	96	94	0.0	96	98	2	88
CCCn1c(SCC(=O)NC(=O)Nc2ccc(C)cc2C)n[nH]c1=O	99	96	105	0.0	103	96	17	102
COc1cccc(/C=C/C(=O)NNC(=O)CCN2CCN(Cc3ccccc3)CC2)c1	99	108	107	0.0	103	101	19	117
CCOC(=O)CSc1nc2ccccc2c(=O)n1C1CCCC1	96	93	100	-0.1	100	100	12	101
CN(N=Nc1ccc([N+](=O)[O-])cc1)c1ccccc1	109	106	106	0.0	109	93	2	107
CC(=O)c1ccc(NC(=O)c2ccc(NC(=O)c3ccco3)cc2)cc1	106	95	104	6.2*	103	97	-6	109
Cc1cccc(C)c1NC(=O)C1c2cccc[n+]2CC(=O)N1Cc1cccs1 (configuration not stated)	100	99	101	0.0	104	90	0	99
CC(C)C(=O)N1CCN(c2ccccc2NC(=S)NC(=O)/C=C/c2ccco2)CC1	98	80	96	0.1	97	91	2	109
O=C(CCNS(=O)(=O)c1ccccc1Cl)N1CCN(c2ccccn2)CC1	93	96	93	0.1	96	87	0	89
C=CCNc1nc2c(c(=O)n(C)c(=O)n2C)n1CC	108	102	93	-0.2	102	93	-4	95
Oc1ccc(Br)cc1C=Nc1ccc2[nH]ncc2c1	103	103	93	0.2	96	93	13	91
COc1ccccc1C(=O)N1CCN(C(=O)Cc2ccccc2)CC1	101	86	102	-0.1	102	93	4	102
O=C(NCCO)C(=O)NCC(c1ccc2c(c1)OCO2)N1CCN(c2ccc(F)cc2)CC1 (configuration not stated)	100	89	118	-0.2	100	110	1	102
COc1ccccc1CNS(=O)(=O)c1ccc2c(c1)NC(=O)C(C)S2 (configuration not stated)	88	98	87	0.2	100	89	4	91
Cc1cccc(S(=O)(=O)C(C#N)c2nc3ccccc3nc2N2CC(C)OC(C)C2)c1 (configuration not stated)	95	85	96	0.0	98	88	1	101
CCOc1cc(-c2cc(-c3ccc(NC(C)=O)cc3)nc(N)c2C#N)ccc1O	105	91	106	-0.2	112	102	8	107
O=C(C1CCN(S(=O)(=O)c2cccc3cccnc23)CC1)N1CCCC1	98	102	100	-0.1	109	98	2	94
Cc1cccc(C)c1NC(=O)COC(=O)c1ccc([N+](=O)[O-])o1	103	103	116	0.0	113	103	-1	132
O=C(Nc1nnc(-c2ccc3c(c2)CCCC3)o1)c1ccccc1	104	110	95	0.2	109	137	38	99
CSc1nc(N)nc2c1ncn2CC(=O)N1CCN(Cc2c(C)cc(C)cc2C)CC1	93	115	82	0.3	87	80	-6	98
COc1ccc(N2CCN(c3oc(Cc4cccc5ccccc45)nc3C#N)CC2)cc1	99	122	100	0.0	97	101	-4	102
CCOc1ccccc1Oc1cn[nH]c1-c1ccc(O)cc1O	104	109	97	0.2	105	100	30	97
CC(C)c1ccc2oc(-c3ccc(N)cc3)nc2c1	95	101	94	0.2	91	108	35	90
Cc1ccccc1NC(=O)c1ccccc1NC(=O)c1cccs1	106	101	108	0.0	101	96	22	105
COc1ccc(OCc2cccc(C(=O)N3CCCC3)c2)cc1	100	93	96	0.3	98	100	-2	91
CCOC(=O)Cc1nnc(NC(=O)CSc2ccccc2)s1	95	103	97	0.1	102	97	12	99
CN(C)C(CNC(=O)CCNS(=O)(=O)c1ccccc1C(F)(F)F)c1ccccc1 (configuration not stated)	98	106	98	0.1	94	102	0	92
COc1ccc(NC(=O)C2CCCN(S(C)(=O)=O)C2)cc1 (configuration not stated)	103	90	104	0.1	98	101	0	102
COc1cc(OC)c(C2CC(=O)N3CN(c4ccc(C)cc4)CSC3=C2C#N)cc1OC (configuration not stated)	99	108	102	0.0	107	97	3	92
Cc1cc(C)c(C)c(S(=O)(=O)NC2CCCCC2)c1C	102	82	87	0.0	89	84	x	88
O=C(COC(=O)c1cc(-c2cccc3ccccc23)nc2ccccc12)NC1CCS(=O)(=O)C1 (configuration not stated)	97	128	16	0.4	124	91	-1	101
CCCCCCNc1c([N+](=O)[O-])cc(C)cc1[N+](=O)[O-]	96	96	99	-0.3	98	98	1	97
O=C(CN1C2=NCCCN2c2ccccc21)c1cccc(Br)c1	101	111	99	0.0	105	93	7	107
COc1ccccc1NC(=O)Cn1c(=O)oc2ccccc21	101	103	97	0.0	99	99	1	98
COC(=O)C(/C=N/OCc1ccc([N+](=O)[O-])cc1)NC(=O)c1ccccc1 (configuration not stated)	95	104	94	0.2	98	95	2	84
COc1ccccc1NC(=O)CSc1ccc2nnc(-c3cccnc3)n2n1	101	101	99	0.2	102	98	79*	95
N/C(=N\S(=O)(=O)c1cccs1)c1ccccc1Cl	95	100	94	-0.4	97	91	1	103
COCCN(C(=O)C1CCN(C(=O)c2ccccc2C)CC1)c1c(N)n(CC(C)C)c(=O)[nH]c1=O	94	72	97	0.1	110	108	0	92
O=C(N/N=C/c1ccc(N2CCOCC2)cc1)C1CC1	103	107	101	0.1	103	93	29	106
O=C(c1cccc(C(F)(F)F)c1)C1CCCN(C(=O)Cn2cncn2)C1 (configuration not stated)	104	91	118	-0.1	100	111	0	100
CC(C)CN(C(=O)CCC(=O)OCC(=O)N(C)c1ccccc1)c1c(N)n(CC(C)C)c(=O)[nH]c1=O	99	134	98	0.7	108	106	-2	98
Cc1cc(NCCCO)n2nc(-c3cccs3)cc2n1	104	102	101	0.0	103	92	17	102
CC/C=C/C(=O)N1CC2(CC(c3cccc(NC(=O)c4ccccc4)c3)=NO2)C[C@@H]1C(N)=O (some centres not stated)	98	103	88	0.0	91	102	0	96
